hERG WT inh: KCNH2 (human, wildtype) channel inhibition. activity change, % at 1.84 µM. U2OS, BacMam KCNH2, thallium flux FluxOr; active compounds read low. Q12809. 340,000 compounds, 0.37% hits;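 active = maximum activity change below -70%; inconclusive = maximum activity change between -70% and -50%; inactive = maximum activity change above -50%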; note: % is set by controls: 0 for no effect and ±100 for the full control effect
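U2OS cells were transduced with wild-type KCNH2 virus (2.03 x 10^8 / mL) for 4 h at room temperature, then cultured overnight at 37 C. Thallium flux was read with FluxOr dye. Rate constants were normalized to DMSO controls.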
a7 integrin act: activates integrin-mediated alleviation for muscular dystrophy | alpha7betagal myoblasts, beta-gal FDG fluorescence, 48 h | Potency, µM (doses to about 38.3 µM), inactives show at the top dose activation, actives largely listed as activators | 350,000 compounds, 0.064% hits | AID 624291;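 note: potency is the fitted concentration of half-maximal effect; 100% = response of the positive control SU9516; nearly all actives have a fitted effect of over 60% in size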
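Alpha7betagal+/- myoblasts (passage 13) were plated 16-24 hr, then exposed to compounds (1:260 dilution of DMSO stock) for 48 hours at 37C. After MPER lysis, β-galactosidase reporter activity was read as FDG fluorescence (ex 480/em 540) after 30 minutes.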
ASM inhibitor: inhibitors of human secretory acid sphingomyelinase. 340,000 compounds, 0.006% hits. Potency, µM (top dose mostly 57.5 µM), for inactives: top-dose activity change, negative = inhibition, hits mostly inhibitors. P17405. placental ASM, HMU-PC fluorogenic substrate, 60 min. AID 504937; note: potency is the fitted concentration of half-maximal effect
Target sequence (P17405 47-631 limits assumed): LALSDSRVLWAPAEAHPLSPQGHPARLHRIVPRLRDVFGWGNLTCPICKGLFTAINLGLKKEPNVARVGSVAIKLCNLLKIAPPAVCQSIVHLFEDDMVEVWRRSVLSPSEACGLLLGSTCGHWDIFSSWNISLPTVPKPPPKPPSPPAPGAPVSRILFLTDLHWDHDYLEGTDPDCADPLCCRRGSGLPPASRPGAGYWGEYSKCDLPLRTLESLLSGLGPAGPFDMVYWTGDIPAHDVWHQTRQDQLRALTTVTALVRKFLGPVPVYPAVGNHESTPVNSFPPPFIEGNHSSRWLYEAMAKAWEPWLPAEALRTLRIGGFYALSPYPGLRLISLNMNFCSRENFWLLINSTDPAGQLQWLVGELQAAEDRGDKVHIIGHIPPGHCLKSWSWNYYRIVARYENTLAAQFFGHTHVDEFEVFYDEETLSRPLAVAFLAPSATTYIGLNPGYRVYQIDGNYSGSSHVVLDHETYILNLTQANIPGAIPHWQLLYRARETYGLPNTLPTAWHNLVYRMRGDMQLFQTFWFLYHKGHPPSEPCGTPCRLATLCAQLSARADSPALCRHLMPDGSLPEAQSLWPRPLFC
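Fluorescence read-out (Ex 386 nm, Em 447 nm) after stopping the reaction at pH 10. Enzyme: ASM from human placenta; substrate HMU-PC0, 9 uM final; 60 min, 37 °C. Compound preincubation 10 min, ambient temperature.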
A-T KAP1 phos: potential ataxia-telangiectasia treatments restoring KAP-1 phosphorylation; […] A-T fibroblasts, KAP-1 phosphorylation AlphaLISA; neocarzinostatin DNA damage 30 min before lysis; Potency, µM (series often up to 57.5 µM), inactives show at the highest dose activation, usual class: activators; 320,000 compounds, 0.19% hits; AID 485349; note: potency is the fitted concentration of half-maximal effect; % of control where 0% means no effect; nearly all actives have a fitted effect of over 45% in size
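hTERT-immortalized A-T patient fibroblasts ([…]), 500 cells/well in OPTI-MEM, 1% FBS, got compounds for 60 min, then NCS for 30 min at 37C. Lysates were then assayed for phospho-KAP-1 by AlphaLISA (anti-pKAP1 donor, anti-KAP1 acceptor beads), 6 hr at 25C.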
KCNH2 3.1 inh: blocks the human KCNH2 3.1 channel isoform. U2OS KCNH2 3.1, thallium flux FluxOr; active compounds read low. activity change, % (tested at about 1.8 µM). 340,000 compounds, 0.95% hits. AID 720553;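 active = maximum activity change below -70%; inconclusive = maximum activity change from -70% to -50%; inactive = maximum activity change above -50%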;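 note: thallium influx rate constant from kinetic fluorescence after stimulation buffer; % is set by controls: 0 for no effect and ±100 for the full control effect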
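Steps: virus added to U2OS suspension (4 h, RT, dark); medium with 10% FBS added, cells plated, 37 C overnight; FluxOr/Red40 loading buffer 45 min RT; stimulation buffer, 2 min kinetic read; rate constant normalized.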
FBPA coupling cs: counter-screen for Giardia aldolase inhibitors: coupling enzyme system | coupling enzyme system counterscreen, AmpLite Red fluorescence | activity change, negative = inhibition, % at 58.2 µM, hits read low | 290,000 compounds, 0.67% hits; in the data active = activity change below about -30%; note: % is set by controls: 0 for no effect and ±100 for the full control effect
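Coupling enzymes only (glyceraldehyde-3-phosphate) + compound, at 57.5 uM final, 10 min RT; add substrate/coupling/AmpLite Red mix, 20 min RT; fluorescence ex 525/em 598 nm. Actives flag coupling-system interference.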
CXXC DNA block: inhibitors of human MLL CXXC domain-DNA interaction; Q03164; MLL-CXXC / FITC-HOXA9 DNA fluorescence polarization; Potency, µM (doses to about 115 µM), for the others: top-dose activity change, negative = inhibition, actives largely listed as inhibitors; 290,000 compounds, 0.037% hits; active = well fitted inhibition curve with a large enough effect in the polarisation, with a control signal flat, not every such curve was filed as active; inconclusive = small, poorly fitted or top-dose-only effect, or effect the other way, or a change in a side signal; inactive = no such curve, though single readings can be large or run the other way; the % refers to the polarisation; note: potency is the fitted concentration of half-maximal effect
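Fluorescence polarization: 7 uM MLL-CXXC (stock) preincubated 5 min with compounds, then 50 nM fluorescein-HOX-A9 DNA (stock) added; 30 min ambient. Buffer 50 mM Tris-HCl pH 7.5, 50 mM NaCl, 1 mM DTT, 0.05% BSA.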
MBNL1 CUG block: MBNL1-poly(CUG) RNA binding inhibition | Q9NR56 | TR-FRET MBNL1-His/biotin-(CUG)12 binding, 665/545 ratio | Potency, µM (top dose mostly 57.5 µM), without a hit: at the top dose activity change, negative = inhibition, usual class: inhibitors | 280,000 compounds, 0.036% hits; active = well fitted inhibition curve with a large enough effect in the signal ratio, with a control signal flat, not every such curve was filed as active; inconclusive = small, poorly fitted or top-dose-only effect, or effect the other way, or a change in a side signal; inactive = no such curve, though single readings can be large or run the other way; the % refers to the signal ratio; note: potency is the fitted concentration of half-maximal effect; % is set by controls: 0 for no effect and ±100 for the full control effect
Target sequence (Q9NR56 whole entry, looked up): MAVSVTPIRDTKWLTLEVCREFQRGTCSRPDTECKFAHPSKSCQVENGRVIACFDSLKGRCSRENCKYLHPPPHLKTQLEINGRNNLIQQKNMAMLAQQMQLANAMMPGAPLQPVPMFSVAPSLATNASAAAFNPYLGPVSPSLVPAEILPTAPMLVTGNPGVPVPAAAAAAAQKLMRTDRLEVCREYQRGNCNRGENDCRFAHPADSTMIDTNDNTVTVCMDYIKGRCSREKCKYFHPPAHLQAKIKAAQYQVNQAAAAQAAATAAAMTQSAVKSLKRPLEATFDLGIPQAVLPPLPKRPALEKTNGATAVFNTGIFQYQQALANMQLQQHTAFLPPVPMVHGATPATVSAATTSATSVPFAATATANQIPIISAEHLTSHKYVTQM
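Inhibition of protein-RNA binding appears as loss of TR-FRET between terbium anti-His antibody on MBNL1-His and streptavidin-XL665 on biotin-(CUG)12. Activity is normalized to buffer-only and uninhibited-complex controls.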
TRPV1 agonist: activates the human vanilloid receptor TRPV1. TRPV1-expressing cells, Fluo-8 calcium influx, agonist mode. activation, % at 8.33 µM. 320,000 compounds, 0.19% hits; in the data active = activation above about 80%; inconclusive = between about 30% and that limit; note: 0% is about no effect
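Fluo-8 calcium influx in TRPV1-expressing cells, kinetic read (ex 480/em 520 nm). Compound added and read 3 min for agonist activity, followed by capsaicin at EC20 final and 2 min further read for enhancement.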
GALK inh: galactokinase (human) inhibition; P51570; AID 1868; Purified GALK, Kinase-Glo residual ATP luminescence; Potency, µM (series often up to 57.5 µM), inactives show at the highest dose activity change, negative = inhibition, most hits filed as inhibitors; 270,000 compounds, 0.007% hits; note: potency is the fitted concentration of half-maximal effect; % is set by controls: 0 for no effect and ±100 for the full control effect
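Human GALK (5 nM) with 35 uM ATP and 100 uM galactose in 20 mM HEPES pH 8.0, 5 mM MgCl2, 60 mM NaCl, 1 mM DTT, 0.01% BSA. After 1 h at room temperature, leftover ATP was read by Kinase-Glo Plus luminescence.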
Active calls of the source: *; i = inactive; ? = inconclusive; / = no result given; [ ] = dose if it differs, or a comment. Unless noted, calls come from the whole dose curve; as a rule, active = well fitted curve in the direction sought with a large enough effect; inconclusive = small, poorly fitted or top-dose-only effect, or another doubt; inactive = no such curve, though single readings can be large; an effect the other way counts as inactive or inconclusive. No enrichment for hits (roughly 2% active in at least one column).

SMILES	hERG WT inh	a7 integrin act	ASM inhibitor	A-T KAP1 phos	KCNH2 3.1 inh	FBPA coupling cs	CXXC DNA block	MBNL1 CUG block	TRPV1 agonist	GALK inh
COc1cc(C)nc(N(C)S(=O)(=O)c2ccccc2Cl)n1	-8	-20%	-2%	4%	-7	4	16%	-5%	0	-4%
COCCn1c(N2CCCC2)nc2c1c(=O)[nH]c(=O)n2C	-2	1%	5%	-3%	-7	3	-2%	3%	-4	-4%
CCC(=O)c1ccc(OCC(=O)Nc2ccc3c(c2)OCCO3)cc1	-1	-8%	-2%	11%	-6	/	/	/	/	/
O=C(CCNC(=O)c1ccc(Cl)cc1)NC1CCCCCC1	-18	-5%	3%	1%	-6	/	/	/	1	/
Cc1nn(Cc2c(Cl)cccc2Cl)c(C)c1N	-14	8%	4%	-1%	-3	-1	4%	-13%	-1	-2%
Cc1ccc(S(=O)(=O)N2CCN(C3CC(=O)N(CCc4ccccc4)C3=O)CC2)cc1C (configuration not stated)	4	-1%	-2%	-6%	-6	-2	0%	-13%	0	/
Cc1ccccc1C(=O)NCC(=O)NNC(=S)NC(=O)c1ccccc1C	-11	3%	6%	5%	9	0	3%	8%[11.5 µM]	-1	/
C=C[C@]12CC[C@H](OC(C)=O)CC1=CCC1C2CC[C@@]2(C)C1CCC21OCCO1 (some centres not stated)	-7	24%	-16%	/	-9	/	/	/	/	/
Cc1ccc(NC(=O)CSc2ncnc3ccccc23)cc1S(=O)(=O)N1CCCCC1	-3	-12%	-2%	2%	3	-4	30%	-3%	2	0%
O=C(CN1CCN(c2ccccc2)CC1)Nc1ccc(OCc2ccccc2)cc1	-3	-10%	-8%	5%	-12	2	0%	3%	-1	-4%
Cc1onc(-c2ccccc2)c1C(=O)Oc1cccnc1	6	-9%	0%	4%	-1	2	8%	-2%	-2	-2%
CC(=O)N1CCN(S(=O)(=O)c2cccc(C(=O)OCC(=O)N(Cc3ccccc3)C(C)(C)C)c2)CC1	1	-25%	-2%	1%	17	/	/	/	/	/
COc1cc(OC)cc(C(=O)NC(C(=O)Nc2ccc3c(c2)OCCO3)C(C)C)c1 (configuration not stated)	2	6%	3%	-5%	13	/	/	/	17	/
CCCC1C2CN(C(C)C)CC=C2C(C#N)=C(N)C1(C#N)C#N (configuration not stated)	4	0%	/	0%	3	-16	?	?	7	1%
CC(=O)c1nn(-c2cccc(Br)c2)cc1C(=O)c1ccc(Cl)cc1	i	-17%	2%	2%	-13	2	-2%	7%[11.5 µM]	10	/
CC(=O)NCCNc1nc2c(-c3ccccc3)nnn2c2ccccc12	-5	8%	180%[activator]	37%	18	1	11%	28%	-4	0%
CCOc1cc(C(=S)N2CCOCC2)ccc1OC(=O)c1cc(OC)c(OC)c(OC)c1	17	-6%	-1%	10%	-4	-1	12%	2%	4	-1%
COc1ccc(OC)c(/C=C2\SC(=S)N(C(C(=O)O)c3ccccc3)C2=O)c1 (configuration not stated)	-8	-11%	4%	-16%	-3	33	83%[activator]	41%[activator]	19	-1%
Cc1cc(C)cc(NC(=O)CCn2ccnc2)c1	6	-21%	0%	2%	-14	-1	11%	5%	2	-1%
Cc1cc(=O)n2nc(N3CCCC3C(=O)Nc3cccc(Cl)c3C)sc2n1 (configuration not stated)	-3	2%	-1%	-12%	-1	1	/	-1%	1	/

Brought forward from above: 2 entries, then new ones.
SMILES	hERG WT inh	a7 integrin act	ASM inhibitor	A-T KAP1 phos	KCNH2 3.1 inh	FBPA coupling cs	CXXC DNA block	MBNL1 CUG block	TRPV1 agonist	GALK inh
Cc1cc(C)cc(NC(=O)CCn2ccnc2)c1	6	-21%	0%	2%	-14	-1	11%	5%	2	-1%
Cc1cc(=O)n2nc(N3CCCC3C(=O)Nc3cccc(Cl)c3C)sc2n1 (configuration not stated)	-3	2%	-1%	-12%	-1	1	/	-1%	1	/
C/C(=N\NC(=O)C1CC1)c1cccnc1	-19	7%	4%	-2%	7	-1	7%	-4%	-4	3%
CCOC(=O)N1CCN(S(=O)(=O)c2ccc(OCC(=O)OC)cc2)CC1	-43	23%	7%	2%	5	3	2%	-2%	1	-2%
O=Cc1ccc(OCc2ccc3c(c2)OCO3)cc1	-2	25%	0%	3%	-12	1	-7%	-1%	6	-5%
COc1ccc(N2CC(C(=O)NC3CCCCC3)CC2=O)cc1 (configuration not stated)	3	-9%	-14%	10%	6	3	2%	3%	-1	6%
COc1ccccc1NC(=O)CSc1nnc2ccccn12	-3	27%	-1%	8%	8	/	/	/	1	/
O=C(N/N=C\c1ccc(CNS(=O)(=O)c2ccccc2)o1)C(=O)Nc1ccc(F)cc1	7	-11%	-1%	7%	-25	3	11%	-11%	2	0%
COc1ccc(OC)c(C2C(C(=O)c3ccc(C)o3)=C(O)C(=O)N2c2cc(C)on2)c1 (configuration not stated)	8	-13%	-1%	8%	4	/	4%	?	1	-3%
O=C(Cc1cccs1)NCCSc1c(-c2ccc(Cl)cc2)[nH]c2ccccc12	0	-39%	-12%	-3%	-18	-6	-4%	12%	26	/
Fc1cccc(Cl)c1CSc1ccc(-c2cccnc2)nn1	-3	?	-2%	12%	-2	-2	-2%	-6%	?	-1%
Cc1ccc(C)c(CN2CCC(CNC(=O)Nc3ccc(Cl)cc3)CC2)c1	-9	5%	-1%	-5%	-88*	5	-10%	-8%	19	2%
COc1ccc(/C=C2\SC(=O)N(CCNC(=O)CN3C(=O)NC4(CCCC4)C3=O)C2=O)cc1	2	-4%	-1%	10%	4	/	/	/	1	/
Cc1ccc(NC(=O)CSc2nnc(Cn3cnc4ccccc43)o2)cc1	1	17%	?	-8%	-12	4	0%	-13%	-3	4%
Cc1cc(C)n(-c2c(F)c(F)c(COC(=O)c3ccccc3)c(F)c2F)n1	-16	-1%	-9%	/	-5	0	10%	1%	-8	0%
O=C(Oc1cccc(N2C(=O)CCC2=O)c1)c1ccccc1	2	16%	-1%	-6%	-1	0	132%[activator]	-15%	2	-1%
COc1cc(NC(=O)C2CCCCC2)c(OC)cc1NC(=O)c1ccccc1	1	2%	2%	-1%	15	0	3%	-2%	18	-5%
CCOC(=O)c1c(C)[nH]c(C(=O)COC(=O)CNC(=O)c2ccc(Cl)cc2Cl)c1C	-11	11%	2%	0%	3	12	22%	/	-3	0%
CCc1cc2c(NCCO)ncnc2s1	0	0%	7%	-4%	-4	0	1%	6%	3	0%
Cn1c2c(c(=O)n(C)c1=O)C(c1ccc(Br)cc1)Nc1ccccc1O2 (configuration not stated)	-10	4%[7.66 µM]	-5%	-3%	5	2	3%	16%	9	0%
COC(=O)c1nn(-c2c(C)n(C)n(-c3ccccc3)c2=O)cc1O	11	?	4%	7%	16	-2	0%	-14%	1	1%
CC(OC(=O)c1cc2sccc2n1C)C(=O)NCc1ccc(F)cc1 (configuration not stated)	4	25%	1%	2%	-1	4	9%	-5%	8	2%
C[C@H](CO)N1C[C@H](C)[C@@H](CN(C)S(C)(=O)=O)Oc2ccc(NC(=O)Nc3ccc4c(c3)OCO4)cc2C1=O	8	39%	5%	9%	-13	/	/	/	/	/
Cc1nc(CNC(=O)CC2C(=O)NCCN2Cc2cccc(Oc3ccccc3)c2)cs1 (configuration not stated)	-9	6%	1%	-1%	-5	0	3%	-13%	-1	3%
CSCC[C@H](NC(=O)C(C)(C)Oc1ccc(Cl)cc1)c1nc2ccccc2[nH]1	-25	1%	2%	-1%	-5	2	1%	8%	?	/
Cc1c(C(=O)NCc2ccc3c(c2)OCO3)sc2nc(-c3ccc(F)cc3)cn12	11	8%	-13%	-6%	-15	1	24%	-2%	2	-5%
Cc1cc(C)nc(Nc2ccccc2F)n1	7	-20%	5%	-2%	-3	1	-1%	-7%	6	5%
CCCCNC(=O)CN1CCN(Cc2ccc3cc(OC)ccc3c2)CC1	-15	0%	0%	-7%	-84*	-1	-7%	-11%	-1	-4%
Cc1ccc(C)c(NC(=O)CCc2nnc3ccc(N4CCCC4)nn23)c1	-9	3%	-2%	1%	-13	/	4%	1%	1	-5%
CCN1C(=O)/C(=C\c2cccc(OC(=O)c3ccco3)c2)SC1=S	15	4%	8%	9%	5	-38*	137%[activator]	-5%	-3	0%
C#CCOCCOCCOCCNc1nc(N2CCN(C(=O)C(Cc3cc4ccccc4[nH]3)n3cc(C(N)Cc4ccc(O)cc4)nn3)CC2)nc(N2CCN(C(=O)C(CCC(=O)O)n3cc(C(N)C(C)CC)nn3)CC2)n1 (configuration not stated)	/	17%	8%	-6%	/	/	/	/	4	/
CCCCNCCOCCOc1ccccc1-c1ccccc1	21	-52%[inhibitor]	/	9%	0	3	2%	/	0	-2%
O=C(Nc1nnc(CSCc2ccc(F)cc2)s1)c1cccc([N+](=O)[O-])c1	5	21%	-15%	3%	-2	-16	-2%	17%	5	0%
